# NCI-60 one-dose screen, 48 h, at 10 µM unless noted. Numbers give growth in % (100 = growth as untreated, 0 = no growth, -100 = all killed).
# K-562: K-562 leukemia | actives 7.4% (n = 78,000) | AID 1794777
# MOLT-4: MOLT-4 leukemia cells; actives 6.9% (n = 80,000)
# MCF7: MCF7 breast cancer; actives 6.3% (n = 82,000)
# BT-549: BT-549 breast cancer; actives 4.4% (n = 78,000)
# MDA-MB-435: MDA-MB-435 melanoma | actives 7.8% (n = 82,000) | AID 1794794
# MDA-MB-231: MDA-MB-231 breast cancer; actives 5% (n = 81,000)
# SR: SR leukemia cells; actives 8.7% (n = 73,000); AID 1794780
# MDA-MB-468: MDA-MB-468 breast cancer; actives 8.5% (n = 78,000)
# * hit, by the source's call; / = no result given; & = joins results of further samples. The calls were made as follows: active = growth percent below 10; inactive = the rest.
SMILES,K-562,MOLT-4,MCF7,BT-549,MDA-MB-435,MDA-MB-231,SR,MDA-MB-468
Nc1ccc(S(=O)(=O)NC(=O)c2ccccc2)cc1,96.5&102.1,96.7&96.0,107.9&100.6,110.7&104.7,105.7&109.0,115.5&111.9,106.5&95.2,100.7&105.7
O=C(Nc1nc(-c2ccccn2)cs1)c1ccccc1Br,35.6,51.3,88.6,90.3,102.7,86.8,22.0,73.2
O=S(=O)(O)c1cc(I)c(O)c(I)c1,104.4,96.0,98.6,96.2,102.8,101.8,/,97.6
CCn1cc(C(=O)O)c(=O)c2cc(F)c(N3CCN(S(=O)(=O)c4c(C)cc(C)cc4C)CC3)cc21,79.9,75.9,93.7,73.7,89.1,83.7,64.7,80.3
Cc1[nH]n(C(=S)Nc2nc3cc(Cl)c(F)cc3s2)c(=O)c1N=Nc1ccc(S(=O)(=O)Nc2ccncn2)cc1,105.5,104.4,92.6,/,103.1,96.2,105.9,102.6
Nc1nc(Nc2ccccc2SSc2ccccc2Nc2nc(N)nc(-c3cccs3)n2)nc(-c2ccsc2)n1,80.9,63.2,68.1,86.0,98.1,75.8,31.3,114.8
O=C(NNc1ccccc1)c1ccc(Cc2n[nH]c(=O)c3cccnc23)cc1,94.3,103.6,90.3,93.4,105.1,99.7,101.2,101.6
COC1C(OC(N)=O)C(O)C(Oc2ccc3c(O)c(NC(=O)c4ccc(O)c(CC=C(C)C)c4)c(=O)oc3c2C)OC1(C)C (centres undefined),115.7&79.4,93.5&75.4,93.4&96.8,97.8&112.1,98.8&98.6,88.2&107.5,80.0&84.0,89.0
O=c1c2cc(Cl)cc(Cl)c2[nH]c(=S)n1-c1ccc(S(=O)(=O)Nc2ccc(Cl)nn2)cc1,99.3,98.0,96.7,98.4,102.4,94.2,92.7,101.8
O=C(c1ccccc1)C1(c2ccccc2)OC1c1ccccc1 (centres undefined),86.5,82.6,118.7,101.8,97.4,86.2,94.6,95.0
COc1ccc(/C=C/c2nc(Nc3ccc(Cl)cc3)c3ccccc3n2)cc1,/,32.1,44.0,93.4,55.3,38.2,-3.2*,28.1
COc1cc(OC)cc(C(=O)Nc2cnc(Nc3ccc(N4CCOCC4)nc3)nc2Oc2ccc(C(F)(F)F)cc2)c1,97.0,80.7,59.1,77.5,74.9,44.0,73.0,81.1
COc1ccc2c(c1)C(=O)c1c-2c(OCCN(C)C)nc2cc(OC)ccc12,-47.7*,-7.6*,-50.0*,56.6,18.5,1.2*,-29.2*,15.9
N#CC1=C(N)OC2=C(C(=O)CCC2)C1c1ccco1 (centres undefined),98.6,97.9,95.5,109.7,98.9,112.8,/,114.8
C=CC(=O)OCCCl,101.3,105.1,92.1,107.3,111.2,119.8,90.2,98.4
COc1ccccc1NC(=O)Oc1cccc(OC(=O)c2ccccc2)c1,103.9,/,97.4,95.2,102.8,106.9,112.8,103.1
CC1(O)Cn2c(nc3nccnc32)S1 (centres undefined),91.5,96.1,100.6,104.7,97.0,117.8,101.6,95.1
O=C1NC(=O)c2cccc3cccc1c23,97.0,92.7,/,/,128.3,121.5,92.9,93.4
CC(=O)N1N=C(c2ccccc2)CC1c1cc(-c2cc3ccccc3o2)n(-c2ccccc2)n1 (centres undefined),93.1,93.0,88.8,90.9,105.2,/,83.0,96.7
CCC(C)c1c(NS(=O)(=O)c2ccc(C)cc2)o[nH]c1=O (centres undefined),105.1,93.9,101.2,108.3,98.7,100.0,121.4,103.2
NC1=NN(c2c(Cl)cc(Cl)cc2Cl)C(=O)C1,95.0&102.9,95.0&94.9,103.5&95.9,114.3,112.8&99.2,104.3,98.8&88.4,107.5&102.4
Cn1c(N2CCOCC2)nc2c(NCc3cccnc3)cccc2c1=O,98.0,90.1,94.5,107.4,104.4,90.9,95.2,92.6
CNc1ccccc1,/,/,100.4,94.4,112.9,92.1,/,115.5
CC(C#N)(C#N)N=Nc1ccc(Cl)cc1Cl,106.1,119.7,108.7,99.3,/,104.0,103.9,96.6
Cc1ccc(-c2nc3nc(-c4ccccc4)nc(N4CCNCC4)c3o2)cc1,-71.0*,-69.2*,-66.2*,-71.9*,-87.4*,-79.3*,-43.0*,-87.2*
# Further structures follow.
SMILES,K-562,MOLT-4,MCF7,BT-549,MDA-MB-435,MDA-MB-231,SR,MDA-MB-468
CC(C)CCn1nc(C(=O)N(C)Cc2ccccc2)c2c1CCN(Cc1ccc(F)cc1)C2,88.8,91.0,93.0,101.0,96.6,92.6,108.9,96.2
Cc1nc2cc(Cl)ccc2s1,114.4,103.2,97.2,101.2,108.0,112.7,94.4,104.5
O=c1[nH]c(=O)c2c([nH]1)oc1ccccc12,107.3,117.4,96.9,109.9,102.0,116.2,110.4,124.4
N#Cc1n[nH]n2c1nc(=O)c1c3c(sc12)CCCC3,80.6,92.6,90.7,89.5,86.5,101.0,96.6,99.2
CCOC(=O)c1ccc(Nc2ccnc(SCC(=O)c3ccc(Cl)cc3)n2)cc1,102.7,96.6,90.9,100.4,98.7,84.5,83.8,98.9
NS(=O)(=O)c1cccc(Nc2nc(SCC(=O)c3ccc([N+](=O)[O-])cc3)nc3ccccc23)c1,19.7,-6.1*,11.7,-4.4*,51.3,55.6,17.5,0.3*
CSC1=NC(c2cccc(Cl)c2)C(C(C)=O)=C(C)N1 (centres undefined),100.0,95.1,94.3,112.7,101.1,97.6,88.8,118.5
CCCCCCCCCCCCCCCc1nc(=S)[nH][nH]1,72.4,65.4,70.2,89.6,94.5,105.5,90.4,66.1
CC(=O)C1=C(C)NC(SCc2nnc(-c3ccc(C)cc3)o2)=NC1c1ccc(F)cc1 (centres undefined),100.5,94.1,95.4,86.1,106.5,93.6,80.9,93.4
N#C/C(=C\c1cccc2ccccc12)c1cc2ccccc2[nH]1,70.5,81.4,66.3,85.5,90.6,63.7,87.3,76.4
CC(=O)N(C)c1ccccc1,102.0,96.1,92.6,102.8,110.8,93.8,84.8,92.6
O=C(CSc1nnc(-c2ccc(-c3nc4ccccc4[nH]3)cc2)o1)Nc1ccc(C(=O)/C=C/c2ccccc2)cc1,99.0,94.1,92.7,98.5,102.1,98.5,71.7,97.6
COC(=O)CCSC1=C(C)C(=O)C(OC)=C(OC)C1=O,/,/,88.8,97.8,100.7,98.8,/,83.1
O=c1[nH]c(O)c(/C=N/C(=S)N=Nc2c(O)[nH]c3ccccc23)c(=O)[nH]1,98.3,100.6,95.2,102.2,101.2,109.0,89.8,102.2
CCOC(=O)CNC=O,85.3,90.9,105.3,113.0,106.4,96.6,87.0,101.5
C[C@]12CCc3c(ccc4cc(O)ccc34)[C@@H]1C[C@H](O)[C@@H]2O,105.3,101.9,131.5,94.7,99.0,79.9,110.3,100.4
C/C=C(\Br)C(=O)O,108.5,116.9,96.7,103.3,113.2,113.1,112.1,95.7
CC(C)(CO)C(O)C(=O)NN (centres undefined),102.1,100.5,109.4,99.6,102.5,117.5,98.0,98.0
CCOc1ccccc1/C=N\N=C\c1ccccc1O,75.5,72.5,84.2,84.2,107.4,78.7,80.6,/
NC(=O)c1nn(-c2ccc(Cl)cc2)nc1N1CCCC1,95.7,96.9,91.7,92.0,98.7,102.6,92.8,94.9
CCN(CC)CCNC(Cc1ccccc1)c1ccc(OCc2ccccc2)cc1 (centres undefined),14.9,57.4,78.2,76.8,26.7,50.0,24.7,66.4
CCN(CC)CC#CCOC(=O)[C@]1(C)CCC[C@]2(C)c3ccc(C(C)C)cc3CC[C@@H]12,63.4,82.9,82.6,92.7,91.6,100.5,79.3,65.3
Clc1ccccc1/C=C/c1ccc2ccccc2n1,97.6,85.4,63.4,105.4,96.6,89.2,/,84.7
CC(C)(c1ccccc1)C(C)(C)c1ccccc1,86.4,99.5,105.3,98.6,103.3,95.1,94.4,92.0
CCCCOB(OCCCC)OCCCC,104.5,94.8,97.0,59.2,123.5,/,85.5,97.5

# Profiles from above.
# CC(=O)C1=C(C)NC(SCc2nnc(-c3ccc(C)cc3)o2)=NC1c1ccc(F)cc1 (centres undefined) is entered as K-562 = 100.5; MOLT-4 = 94.1; MCF7 = 95.4; BT-549 = 86.1; MDA-MB-435 = 106.5; MDA-MB-231 = 93.6; SR = 80.9; MDA-MB-468 = 93.4
# CC(=O)N(C)c1ccccc1 is entered as K-562 = 102.0; MOLT-4 = 96.1; MCF7 = 92.6; BT-549 = 102.8; MDA-MB-435 = 110.8; MDA-MB-231 = 93.8; SR = 84.8; MDA-MB-468 = 92.6

# (cont.)
SMILES,K-562,MOLT-4,MCF7,BT-549,MDA-MB-435,MDA-MB-231,SR,MDA-MB-468
COc1c(N2CC3CCCNC3C2)c(F)cc2c(=O)c(C(=O)NN)cn(C3CC3)c12 (centres undefined),98.8,101.7,96.7,103.3,101.8,103.5,105.3,96.3
C=C1/C(=C\C=C2/CCC[C@]3(C)[C@@H]([C@H](C)CCCC(C)(C)O)CC[C@@H]23)C[C@@H](OC(=O)CBr)C[C@@H]1O,30.8,-52.6*,34.9,-58.1*,90.4,20.5,-47.3*,72.8
Cc1nn(-c2ccccc2)nc1C(=O)NCC1CC1,87.4,93.9,96.5,101.0,107.6,116.3,90.8,95.5
C=CCc1c(O)c(C(=O)/C=C/c2ccccc2OC)c(OC)c2ccoc12,67.4,33.3,46.3,70.0,49.9,62.8,32.0,69.0
CCN1C(=O)N(CC)C2C1NN=c1s/c(=C\c3ccc(OC)cc3)c(=O)n12 (centres undefined),8.4*,14.0,14.4,9.8*,-23.7*,16.3,12.1,-0.2*
Cc1ccc(O)cc1N(C)C,102.5,112.2,102.9,112.0,102.2,108.6,110.7,109.0
COC(=O)C1=CC=C[C@@H]2[C@@]3(C[C@@H](c4ccoc4)OC3=O)[C@H](C)C[C@H](O)[C@@]12C(=O)OC,93.9,100.5,99.9,104.0,104.4,98.6,95.1,108.8
COc1ccc(-c2cc(-c3cccnc3)nc(SCC(=O)Nc3ccc(C)cc3)c2C#N)cc1OC,94.7,94.0,99.9,/,102.3,88.2,77.7,103.0
O=C1/C(=C/c2ccc(OCCOc3ccc(Cl)cc3)cc2)N=C2SCCCN12,/,89.8,92.0,93.8,101.1,90.6,88.4,119.1
CC(C)c1ccc(C(=O)CCCCl)cc1,102.7,92.3,95.4,107.4,102.2,122.0,88.6,106.9
O=c1c2sc3nc4c(cc3c2nnn1-c1ccccc1Cl)C(O)CCC4 (centres undefined),91.5,94.8,91.9,105.9,113.7,86.4,107.7,91.2
O=C(N/N=C/c1ccccc1O)c1cc(-c2nc3ccccc3[nH]2)nc2ccccc12,94.0,81.2,79.4,97.2,103.6,90.2,97.9,89.3
COc1ccccc1Cn1cc2c(c1-c1cc(OC)c(OC)c(OC)c1)CCCc1cnoc1-2,62.3,64.9,63.9,100.1,84.4,68.1,81.2,70.7
C=CC(=O)N1CCN(c2cccc(Oc3nccc(Nc4nnc(-c5ccc(Br)cc5)s4)n3)c2)CC1,22.2,70.6,35.9,67.1,-5.5*,75.2,29.9,84.4
CCCCCCC1(C(OC)OC)NC(=O)NC1=O (centres undefined),104.8,94.0,91.7,87.9,103.5,106.2,101.0,99.2
O=C(CSc1nnc(-c2c[nH]c3ccccc23)n1-c1ccccc1)Nc1ccc(C(=O)/C=C/c2ccccc2Cl)cc1,55.9,55.6,40.4,84.4,65.8,78.0,71.6,72.1
C/C(=C\c1ccc2ccccc2c1)[N+](=O)[O-],5.3*,-1.2*,-50.9*,64.4,51.8,50.8,4.4*,-22.8*
COc1cc(O)c(C=Nc2ccccc2NS(=O)(=O)c2ccc(C)cc2)c(OC)c1,100.5,94.3,96.9,115.7,103.4,97.1,98.7,108.4
CC1=C(C)C(=O)C(Nc2ccc(C)cc2)=C(Br)C1=O,-21.3*,-30.6*,76.0,104.5,103.5,70.1,43.6,-4.8*
CCCCCCCCCCCCc1ccc(O)c(CN(C)C)c1,40.1,91.4,96.3,/,122.7,98.0,79.6,86.6
N#Cc1c(N)nc(NCCO)nc1-c1ccccc1,99.9,/,98.7,108.1,103.8,104.5,91.5,104.5
COc1ccc(C(=O)C[n+]2ccccc2Cl)cc1,110.0,103.8,89.3,91.0,103.2,102.7,115.5,108.4
O=C1NC(=O)C(=O)N1,102.1,61.5,88.6,/,102.6,101.7,94.8,113.4
Nc1ccc2cccc(O)c2c1,121.3,94.8,68.6,/,97.1,62.9,65.1,82.6
CCOC(=O)C(c1ccccc1)C(OC(C)=O)c1ccc2c(c1)OCO2 (centres undefined),110.4,99.5,87.6,97.1,92.9,86.3,85.3,81.8
CC(O)CN(CC(C)O)N(CC(C)O)CC(C)O (centres undefined),107.7,102.3,101.4,94.9,103.7,104.6,94.2,105.1

# Part of the list above in a different format.
SMILES	K-562	MOLT-4	MCF7	BT-549	MDA-MB-435	MDA-MB-231	SR	MDA-MB-468
COc1cc(O)c(C=Nc2ccccc2NS(=O)(=O)c2ccc(C)cc2)c(OC)c1	100.5	94.3	96.9	115.7	103.4	97.1	98.7	108.4
CC1=C(C)C(=O)C(Nc2ccc(C)cc2)=C(Br)C1=O	-21.3*	-30.6*	76.0	104.5	103.5	70.1	43.6	-4.8*

# Some of these compounds in order of molecular weight, rising:
SMILES,K-562,MOLT-4,MCF7,BT-549,MDA-MB-435,MDA-MB-231,SR,MDA-MB-468
CC(O)CN(CC(C)O)N(CC(C)O)CC(C)O (centres undefined),107.7,102.3,101.4,94.9,103.7,104.6,94.2,105.1
CCOC(=O)C(c1ccccc1)C(OC(C)=O)c1ccc2c(c1)OCO2 (centres undefined),110.4,99.5,87.6,97.1,92.9,86.3,85.3,81.8
O=C(CSc1nnc(-c2c[nH]c3ccccc23)n1-c1ccccc1)Nc1ccc(C(=O)/C=C/c2ccccc2Cl)cc1,55.9,55.6,40.4,84.4,65.8,78.0,71.6,72.1

# Compound activity as filed in PubChem.

# The order is random; 15% or so of the library scored in one or more.
